uPA generation – qHTS for Inhibitors of Cell Surface uPA Generation. Potency, µM (highest dose often 38.3 µM), inactives show top-dose activity change, negative = inhibition, most hits filed as inhibitors. cell surface uPA generation assay, qHTS. 0.31% of 330,000 active; active = well fitted inhibition curve with a large enough effect; inconclusive = small, poorly fitted or top-dose-only effect; inactive = no such curve, though single readings can be large or run the other way; tested in mouse RAW 264.7 cells; note: % is set by controls: 0 for no effect and ±100 for the full control effect; nearly all actives have a fitted effect of over 55% in size
S-ASM inh – Inhibitors of Secretory Acid Sphingomyelinase (S-ASM): qHTS | Sphingomyelin phosphodiesterase (Homo sapiens), P17405 | placental ASM, HMU-PC fluorogenic substrate, 60 min | Potency, µM (doses to about 57.5 µM), for the others: top-dose activity change, negative = inhibition, most hits filed as inhibitors | 0.006% of 340,000 active | AID 504937, 2011
Target sequence (P17405 47-631 limits assumed): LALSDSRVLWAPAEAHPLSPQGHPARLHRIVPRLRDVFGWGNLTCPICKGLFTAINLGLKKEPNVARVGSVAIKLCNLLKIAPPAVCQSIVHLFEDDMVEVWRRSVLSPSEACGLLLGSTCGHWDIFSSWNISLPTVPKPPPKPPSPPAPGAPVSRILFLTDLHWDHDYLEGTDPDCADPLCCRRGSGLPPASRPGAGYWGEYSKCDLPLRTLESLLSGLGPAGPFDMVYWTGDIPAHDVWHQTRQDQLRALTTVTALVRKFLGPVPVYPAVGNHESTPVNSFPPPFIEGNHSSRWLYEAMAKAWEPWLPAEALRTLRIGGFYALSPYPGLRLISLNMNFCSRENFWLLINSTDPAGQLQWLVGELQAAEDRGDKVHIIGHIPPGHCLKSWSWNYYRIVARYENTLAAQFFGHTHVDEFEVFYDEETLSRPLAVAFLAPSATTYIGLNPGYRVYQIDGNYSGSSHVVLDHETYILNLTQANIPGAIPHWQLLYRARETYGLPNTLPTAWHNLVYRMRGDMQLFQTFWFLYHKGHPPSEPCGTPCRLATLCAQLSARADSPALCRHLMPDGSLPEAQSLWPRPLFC
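Human placenta-derived ASM preincubated with compound 10 min at room temperature, then reacted with 9 uM (final) fluorogenic HMU-PC substrate for 60 min at 37 C. Stop solution raises pH to 10; fluorescence read at Ex 386/Em 447 nm.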
USP2a block – qHTS Assay for Inhibitors of Ubiquitin-specific Protease USP2a Using CHOP2 as the Reporter. Ubiquitin carboxyl-terminal hydrolase 2 (Homo sapiens), O75604. USP2 core, Ub-CHOP2 coupled fluorogenic reporter, 485/531. Potency, µM (highest dose often 38.3 µM), for inactives: at the highest dose activity change, negative = inhibition, hits mostly inhibitors. 0.01% of 330,000 active;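 note: plate controls were DMSO wells for no effect and full inhibition by NEM control for full effect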
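Deubiquitinase activity read as fluorescence (485/531 nm) after Ub-CHOP2 cleavage activates the enterokinase reporter on its substrate; USP2 core 10nM, Ub-CHOP2 and substrate 25nM each, 30min compound preincubation then 60min RT; data normalized to NEM, curves fitted.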
Eya2 inh – qHTS Assay for Inhibitors of the Phosphatase Activity of Eya2; Protein phosphatase EYA2 (Homo sapiens), O00167; recombinant Eya2, OMFP fluorescence dephosphorylation (OMFP is methylfluorescein phosphate); Potency, µM (titrated, usually from 76.9 µM), inactives show at the top dose activity, negative = inhibition, most hits filed as inhibitors; 0.006% of 330,000 active; note: % is set by controls: 0 for no effect and ±100 for the full control effect
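Eya2 protein (added as 0.2 uM solution) was preincubated with compound for 10 min at ambient temperature in 50 mM HEPES pH 7.5, 50 mM NaCl, 5 uM MgCl2, 0.05% BSA, 1 mM DTT. OMFP (added at 50 uM) then reacted 10 min; fluorescence read at 485/525 nm.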
B2AR arrestin – qHTS assay of beta-arrestin-biased ligands of beta2-adrenergic receptor; Beta-2 adrenergic receptor (Homo sapiens), P07550; 0.02% of 330,000 active; Potency, µM (highest dose often 46.1 µM), for inactives: top-dose activation, usual class: activators; beta-arrestin recruitment to beta2AR, cell-based reporter;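 note: 0% = DMSO controls and full agonism = EC100 isoproterenol or metaproterenol; nearly all actives have a fitted effect of over 65% in size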
TSG101-PTAP inh – qHTS Assay for Iinhibitors of HIV-1 Budding by Blocking the Interaction of PTAP/TSG101. Tumor susceptibility gene 101 protein (Homo sapiens), Q99816. Potency, µM (doses to about 115 µM), without a hit: top-dose activity change, negative = inhibition, most hits filed as inhibitors. Fluorescence polarization, FITC-PTAP peptide / Tsg101 binding. 340,000 tested, under 10 active; active = well fitted inhibition curve with a large enough effect in the main read-out, with a control signal flat, not every such curve was filed as active; inconclusive = small, poorly fitted or top-dose-only effect, or effect the other way, or a change in a side signal; inactive = no such curve, though single readings can be large or run the other way; note: % of control where 0% means no effect
Target sequence (Q99816 whole entry, looked up): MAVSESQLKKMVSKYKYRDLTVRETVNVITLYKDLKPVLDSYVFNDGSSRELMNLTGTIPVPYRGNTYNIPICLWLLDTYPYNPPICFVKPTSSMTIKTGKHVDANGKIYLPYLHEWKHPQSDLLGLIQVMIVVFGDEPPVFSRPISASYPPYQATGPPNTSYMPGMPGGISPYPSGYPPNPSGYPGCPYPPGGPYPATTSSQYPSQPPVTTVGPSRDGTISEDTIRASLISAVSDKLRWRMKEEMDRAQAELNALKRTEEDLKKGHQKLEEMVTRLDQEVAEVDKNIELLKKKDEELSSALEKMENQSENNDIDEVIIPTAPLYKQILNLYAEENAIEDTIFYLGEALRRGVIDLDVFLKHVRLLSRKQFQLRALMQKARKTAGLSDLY
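Fluorescence anisotropy tracks displacement of a FITC-tagged PTAP peptide (50 nM) from the Tsg101 binding domain (10 uM), following a 20 min room-temperature incubation at pH 7.5.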
BRCA1 expr act – qHTS Assay to Identify Small Molecule Activators of BRCA1 Expression. MCF7-BRCA1-FFLuc reporter, luminescence, 48 h; response scale: scaled: vehicle 0%, 10 µM genistein 100%. Potency, µM (titrated, usually from 46.1 µM), inactives show at the top dose activation, most hits filed as activators. AID 624202, 2012. 1.1% of 380,000 active; note: nearly all actives have a fitted effect of over 80% in size; some results filed as inactive show a strong effect at the top dose
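Luminescence from a BRCA1-driven firefly luciferase in MCF7 cells was the read-out, taken 15 min after substrate addition following 48 h compound exposure at 37 °C. Data were normalized to a 10 microM genistein control and DMSO vehicle.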
Active calls of the source: *; ? = inconclusive; nt = not tested or not shown; & = joins results of further samples. Unless noted, calls come from the whole dose curve; as a rule, active = well fitted curve in the direction sought with a large enough effect; inconclusive = small, poorly fitted or top-dose-only effect, or another doubt; inactive = no such curve, though single readings can be large; an effect the other way counts as inactive or inconclusive. Potency is the fitted concentration of half-maximal effect. These rows are one share of the data. The share of hits here may be higher or lower than overall.

SMILES	uPA generation	S-ASM inh	USP2a block	Eya2 inh	B2AR arrestin	TSG101-PTAP inh	BRCA1 expr act
CC(=O)NC(c1cccs1)c1cc(Br)c2cccnc2c1O (stereo not given)	nt	nt	-2.9%	8.9%	?	nt	-40.1%
COc1cccc(Nc2nc(NCCO)nc(N3CCCC3)n2)c1	-12.8%	-0.9%	nt	nt	nt	-1.2%	-7.1%
COc1cc(N)c(Cl)cc1C(=O)NC1CCN(Cc2ccccc2)CC1	14.3%	-3.6%	nt	nt	nt	0.2%	8.8%
C1CCN2CC3CC(CN4CCCC[C@@H]34)[C@H]2C1	-15.1%	-4.2%	nt	nt	nt	-0.7%	-5.5%
COc1ccc(CNc2ccc(N3CCN(C(C)=O)CC3)cc2)cc1OC	-7.2%	-2.5%	nt	nt	nt	-4.9%	1.2%
NCC1CCC(C(=O)Oc2ccc(CCC(=O)O)cc2)CC1 (stereo not given)	2.9%	-4.0%	nt	nt	nt	0.1%	3.7%
CC(C(=O)O)c1cccc(Oc2ccccc2)c1 (stereo not given)	2.8%	2.0%	nt	nt	nt	-10.3%	4.2%
CCOC(=O)c1ccc(OC(=O)CCCCCN=C(N)N)cc1	2.1%	-0.1%	nt	nt	nt	1.0%	-5.9%
CC(=O)OC1C([N+]2(C)CCCCC2)C[C@H]2C3CC[C@H]4C[C@H](OC(C)=O)C([N+]5(C)CCCCC5)CC4(C)[C@H]3CCC12C (stereo not given in full)	11.7%	1.1%	nt	nt	nt	-2.9%	-13.7%
OCCNc1nc(Nc2ccccc2Oc2ccccc2)nc(N2CCCC2)n1	?	-6.0%	nt	nt	nt	-7.1%	-4.2%
CCOC(=O)c1sc(SCc2ccccc2)c2c1CC(C)(C)CC2=O	-8.4%	-6.5%	nt	nt	nt	0.5%	-8.5%
COc1cc(O)c(C(C)=O)c(OC)c1	4.2%	0.0%	nt	nt	nt	0.1%	-4.0%
COc1ccccc1Nc1nc(NCCO)nc(N2CCCC2)n1	-6.1%	-0.6%	nt	nt	nt	-1.8%	-9.3%
CC1(C)c2[nH]c3ccccc3c2C[C@@H]2C(=O)N(Cc3ccco3)C(=O)N21	6.9%	1.0%	nt	nt	nt	0.0%	-5.7%
Cc1ccccc1CN1C(=O)[C@@H]2Cc3c([nH]c4ccccc34)C(C)(C)N2C1=O	2.9%	-8.5%	nt	nt	nt	-2.9%	-17.0%
CCC(C)C(N)C(=O)N1CCCC1C(=O)NC(C(=O)O)C(C)CC (stereo not given)	12.0%	0.6%	nt	nt	nt	-2.9%	6.8%
O=C(O)c1cccc(O)c1O	-7.4%	1.4%	nt	nt	nt	-2.5%	3.0%
CS(=O)(=O)OCCCCOS(C)(=O)=O	20.3%	-1.3%	nt	nt	nt	-0.5%	9.6%
CSc1ncc(CNc2cc([N+](=O)[O-])ccc2C)c(N)n1	-15.6%	-8.4%	nt	nt	nt	-2.9%	-19.2%
CC(C)N=c1cc2n(-c3ccc(Cl)cc3)c3ccccc3nc-2cc1Nc1ccc(Cl)cc1	-11.6%	7.5%	nt	nt	nt	-18.0%	0.0%
CC(=O)Oc1ccccc1C(=O)Nc1ccccc1	-27.8%	-1.0%	nt	nt	nt	-3.6%	?
Cc1cccc(Nc2nc(NCCO)nc(N3CCCC3)n2)c1	6.9%	1.2%	nt	nt	nt	-6.9%	-7.9%
Cc1ccc(C(C)C)cc2c(C)ccc1-2	2.8%	-10.0%	nt	nt	nt	-3.0%	19.2%
Cn1c(NCCN(CCO)CCCc2ccc([N+](=O)[O-])cc2)cc(=O)n(C)c1=O	1.3%	0.0%	nt	nt	nt	4.4%	-16.6%
Cc1ccc(CN2C(=O)[C@@H]3Cc4c([nH]c5ccccc45)C(C)(C)N3C2=O)cc1	-3.3%	-2.2%	nt	nt	nt	-1.9%	-23.0%

Entries of single compounds from above. Screens in order: uPA generation	S-ASM inh	USP2a block	Eya2 inh	B2AR arrestin	TSG101-PTAP inh	BRCA1 expr act
CS(=O)(=O)OCCCCOS(C)(=O)=O as listed: 20.3%	-1.3%	nt	nt	nt	-0.5%	9.6%
Cc1ccccc1CN1C(=O)[C@@H]2Cc3c([nH]c4ccccc34)C(C)(C)N2C1=O as listed: 2.9%	-8.5%	nt	nt	nt	-2.9%	-17.0%
Cc1cccc(Nc2nc(NCCO)nc(N3CCCC3)n2)c1 as listed: 6.9%	1.2%	nt	nt	nt	-6.9%	-7.9%
Cc1ccc(CN2C(=O)[C@@H]3Cc4c([nH]c5ccccc45)C(C)(C)N3C2=O)cc1 as listed: -3.3%	-2.2%	nt	nt	nt	-1.9%	-23.0%
CC(C)N=c1cc2n(-c3ccc(Cl)cc3)c3ccccc3nc-2cc1Nc1ccc(Cl)cc1 as listed: -11.6%	7.5%	nt	nt	nt	-18.0%	0.0%

The main list resumes; the three compounds before the break are reprinted first.
SMILES	uPA generation	S-ASM inh	USP2a block	Eya2 inh	B2AR arrestin	TSG101-PTAP inh	BRCA1 expr act
Cc1ccc(C(C)C)cc2c(C)ccc1-2	2.8%	-10.0%	nt	nt	nt	-3.0%	19.2%
Cn1c(NCCN(CCO)CCCc2ccc([N+](=O)[O-])cc2)cc(=O)n(C)c1=O	1.3%	0.0%	nt	nt	nt	4.4%	-16.6%
Cc1ccc(CN2C(=O)[C@@H]3Cc4c([nH]c5ccccc45)C(C)(C)N3C2=O)cc1	-3.3%	-2.2%	nt	nt	nt	-1.9%	-23.0%
CCOC(=O)CCc1cnccc1-c1cccc(OC)c1O	8.9%	-1.0%	nt	nt	nt	0.1%	-2.6%
COC1=CC(=O)C=C(OC)C1=O	?	-4.9%	nt	nt	nt	-3.4%	-50.1%
COc1cc([C@@H]2c3cc4c(cc3[C@@H](O[C@@H]3O[C@@H]5CO[C@@H](C)O[C@H]5[C@H](O)[C@H]3O)[C@H]3COC(=O)[C@H]23)OCO4)cc(OC)c1O	?	3.8%	nt	nt	nt	2.2%	-45.5%
O=C(O)c1cc2cc(Cl)ccc2[nH]1	9.6%	17.4%	nt	nt	nt	-9.1%	0.5%
C[C@]1(C2CCCC2)Cc2cc(OCC(=O)O)c(Cl)c(Cl)c2C1=O	-1.4%	12.3%	nt	nt	nt	-5.1%	7.1%
C[N+](C)(C)C[C@H](O)CC(=O)O	-9.1%	0.6%	nt	nt	nt	-1.9%	10.0%
COc1ccccc1Nc1nc(N2CCCC2)nc(N2CCOCC2)n1	2.5%	-3.3%	nt	nt	nt	1.5%	-9.4%
Nc1nc2c(nc(Br)n2[C@@H]2O[C@@H]3COP(=O)(O)O[C@H]3[C@H]2O)c(=O)[nH]1	3.3%	-0.6%	nt	nt	nt	-3.6%	11.8%
O=C(O)C1(O)C[C@@H](O)C(O)[C@H](O)C1 (stereo not given in full)	11.8%	-1.6%	nt	nt	nt	-3.4%	-4.5%
C=CC1=C(C(=O)O)N2C(=O)[C@@H](NC(=O)/C(=N/OCC(=O)O)c3csc(N)n3)[C@H]2SC1	-13.2%	2.6%	nt	nt	nt	-3.4%	6.2%
CN/C(=C/[N+](=O)[O-])NCCSCc1csc(CN(C)C)n1	8.7%	3.3%	nt	nt	nt	0.6%	-9.2%
CCCOc1ccc(Cl)cc1Nc1nc(NCCO)nc(N2CCCC2)n1	3.4%	-1.2%	nt	nt	nt	-4.9%	-18.2%
CNCCC=C1c2ccccc2C=Cc2ccccc21	?	-1.9%	nt	nt	nt	0.5%	-12.5%
O=C(O)/C=C/c1ccc(Cn2ccnc2)cc1	-0.3%&-1.8%	-0.8%&3.8%	nt	nt	nt	1.4%&-2.0%	0.0%&12.4%
CCc1cc(Cl)c(OC)c(C(=O)NC[C@@H]2CCCN2CC)c1O	?	-3.4%&1.9%	nt	nt	nt	0.3%&-1.0%	-8.3%&-23.6%
CC1CCC(NC(=O)N(CCCl)N=O)CC1 (stereo not given)	13.1%	-1.7%	nt	nt	nt	0.4%	5.01µM*
COc1ccc(CN2C(=O)[C@H]3Cc4c([nH]c5ccccc45)C(C)(C)N3C2=O)cc1	0.3%	-13.4%	nt	nt	nt	-3.0%	-34.6%
COc1cccc(CN2C(=O)[C@H]3Cc4c([nH]c5ccccc45)C(C)(C)N3C2=O)c1	?	-4.4%	nt	nt	nt	-3.0%	-39.7%
COc1ccc(/C=C/c2cc(O)cc(OC3OC(CO)C(O)C(O)C3O)c2)cc1 (stereo not given)	?	-10.1%	nt	nt	nt	0.2%	?
CC(C)(C)n1nc(Cc2cccc3ccccc23)c(C#N)c1N	3.6%	-8.6%	nt	nt	nt	0.6%	0.0%
CCCCCCCCCC(=O)N[C@H](CN1CCOCC1)[C@H](O)c1ccccc1	7.0%	-13.3%	nt	nt	nt	-6.4%	-14.0%
Oc1ccc(Cl)cc1Nc1nc(NCC2CCCO2)c2ccccc2n1 (stereo not given)	-17.7%	?	nt	nt	nt	-8.9%	-34.9%
NC(=O)c1ccccc1Nc1nc(NCCO)nc(N2CCCC2)n1	10.0%	197.1%	nt	nt	nt	0.6%	18.1%
COCC1=C(C(=O)OC(C)OC(=O)OC(C)C)N2C(=O)[C@@H](NC(=O)/C(=N\OC)c3csc(N)n3)[C@H]2SC1 (stereo not given in full)	0.4%	-0.2%	nt	nt	nt	0.5%	0.0%
CC[N+](CC)(CC(=O)Nc1c(C)cccc1C)Cc1ccccc1	4.9%	6.1%	nt	nt	nt	-0.5%	10.8%
CC(=O)S[C@@H]1CC2=CC(=O)CC[C@]2(C)[C@H]2CC[C@@]3(C)[C@@H](CC[C@@]34CCC(=O)O4)[C@H]12	-15.6%	-0.4%	nt	nt	nt	-4.7%	0.0%
CC[C@H]1OC(=O)[C@H](C)[C@@H](O[C@H]2C[C@@](C)(OC)[C@@H](O)[C@H](C)O2)[C@H](C)[C@@H](O[C@@H]2O[C@H](C)C[C@H](N(C)C)[C@H]2O)[C@](C)(O)C[C@@H](C)CN(C)[C@H](C)[C@@H](O)[C@]1(C)O	14.1%	-0.7%	nt	nt	nt	-3.2%	-6.0%
COc1cc(C)c(/C=C/C(C)=C/C=C/C(C)=C/C(=O)O)c(C)c1C	12.8%	-3.5%	nt	nt	nt	1.3%	-34.3%
CCOC(=O)[C@H](CCc1ccccc1)N[C@H]1CCc2ccccc2N(CC(=O)O)C1=O	10.6%	2.7%	nt	nt	nt	-3.3%	8.7%

Bioassay records: PubChem, National Center for Advancing Translational Sciences (NCATS)
